Screens from PubChem BioAssay.
RGS4 inh – inhibitors of human regulator of G protein signaling 4; Transcreener GDP fluorescence polarization, RGS4-accelerated GTP hydrolysis; Potency, µM (titrated, usually from 114 µM), for the others: at the top dose activity change, negative = inhibition, actives largely listed as inhibitors; 390,000 compounds, 0.039% hits; AID 504845; also: % is scaled to controls: 0 for no effect and ±100 for the full control effect; nearly all actives have a fitted effect of over 75% in size; some results filed as inactive show a strong effect at the top dose
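MLSMR compounds (23 nl, pin-transferred) preincubated 10 min at room temperature with a 500nM (2x) first reagent, then RGS4 at 900nM (2x) plus Transcreener GDP mix added; fluorescence polarization (620/688 nm) read before and after 90 min at 30 °C.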
Vif-A3G inh – Vif-A3G binding inhibition; HeLa A3G-eYFP + Vif (tagged APOBEC3G with the HIV-1 protein that degrades it), YFP fluorescence, overnight; 410,000 compounds, 0.076% hits; Q9HC16; Potency, µM (highest dose often 46.1 µM), for the others: top-dose activity, negative = active, usual class: inhibitors; AID 602310;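 also: % is scaled to controls: 0 for no effect and ±100 for the full control effect; nearly all actives have a fitted effect of over 60% in size; hits raise eYFP signal because A3G escapes Vif-driven loss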
Target sequence (Q9HC16 whole entry, looked up): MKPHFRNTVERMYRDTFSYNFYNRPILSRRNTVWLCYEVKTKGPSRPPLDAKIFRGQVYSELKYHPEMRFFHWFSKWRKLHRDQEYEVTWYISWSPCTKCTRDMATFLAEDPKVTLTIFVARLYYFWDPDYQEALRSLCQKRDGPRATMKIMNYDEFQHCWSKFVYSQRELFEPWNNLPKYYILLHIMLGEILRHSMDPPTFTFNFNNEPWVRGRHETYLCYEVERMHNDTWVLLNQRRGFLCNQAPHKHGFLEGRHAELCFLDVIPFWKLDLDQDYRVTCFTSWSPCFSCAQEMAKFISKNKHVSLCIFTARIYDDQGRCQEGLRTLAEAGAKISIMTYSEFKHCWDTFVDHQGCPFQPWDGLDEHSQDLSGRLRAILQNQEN
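Read-out is eYFP fluorescence (Ex 488/Em 500-530) from Vif-expressing HeLa A3G-eYFP cells; more signal means A3G escaped Vif-mediated degradation. Cells plated overnight, compound pinned in, incubated overnight at 37 deg C.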
ALOX12 inh – ALOX12 (human) lipoxygenase inhibition; P18054; purified 12hLO, xylenol orange hydroperoxide absorbance; Potency, µM (titrated, usually from 108 µM), without a hit: at the highest dose activity change, negative = inhibition, hits mostly inhibitors; 580,000 compounds, 1.1% hits; AID 1671190; also: % is scaled to controls: 0 for no effect and ±100 for the full control effect
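Purified human 12hLO (150 nM final) in 25 mM Hepes, 0.01% Triton X-100, pH 7.0 was preincubated 15 min at room temperature with compound. Then 40 uM arachidonic acid was added, 30 min. Hydroperoxide was read by Fe-XO absorbance ratio 573/405 nm.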
IDH1 R132H inh – human IDH1 R132H inhibition. 390,000 compounds, 0.093% hits. O75874. IDH1-R132H enzyme, NADPH consumption, diaphorase/resazurin fluorescence. Potency, µM (titrated, usually from 76.6 µM), without a hit: at the top dose activity change, negative = inhibition, hits mostly inhibitors; also: % is scaled to controls: 0 for no effect and ±100 for the full control effect; nearly all actives have a fitted effect of over 65% in size
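IDH1-R132H (0.5 ug/mL) preincubated 30 min with compound, then NADPH (0.016 mM) and alpha-KG (2 mM) added; 80 min at RT, pH 7.5. Remaining NADPH coupled via diaphorase/resazurin to fluorescence (540/590 nm); concentration-response curves normalized to no-enzyme control.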
Vif-APOBEC3F blk – inhibitors of Vif-A3F interaction; Potency, µM (highest dose often 46.1 µM), for the others: at the highest dose activity, negative = active; HeLa A3F-eYFP + Vif (tagged APOBEC3F with the HIV-1 protein that degrades it), YFP fluorescence increase; AID 602313; 390,000 compounds, 0.2% hits; also: % of control where 0% means no effect; nearly all actives have a fitted effect of over 65% in size
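HeLa cells stably expressing A3F-eYFP plus Vif, plated and incubated overnight at 37 deg C, then exposed to compounds overnight at 37 deg C. Blocked degradation read as raised yellow fluorescence (Ex 488/Em 500-530).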
TrxR1 inh – inhibitors of rat thioredoxin reductase 1; recombinant rTrxR1, NADPH fluorescence consumption, selenite substrate; Potency, µM (highest dose often 114 µM), for the others: at the highest dose activity change, negative = inhibition, hits mostly inhibitors; 390,000 compounds, 1% hits; O89049; also: % is scaled to controls: 0 for no effect and ±100 for the full control effect; nearly all actives have a fitted effect of over 65% in size
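Rat TrxR1 (90 nM in the dispensed reagent) was pre-reduced with 400 uM NADPH for 5 min at room temperature, then incubated with compound for 15 min. After 400 uM selenite was added, NADPH fluorescence (Ex 340/Em 450 nm) was followed for 8 min.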
RXFP1 agonist – activates the human relaxin receptor RXFP1 | Q9HBX9 | HEK293T-RXFP1 cAMP TR-FRET, 30 min; response scale: percent of porcine relaxin response, buffer zero | Potency, µM (top dose mostly 57.5 µM), inactives show top-dose activation, actives largely listed as activators | 370,000 compounds, 0.3% hits; also: % is scaled to controls: 0 for no effect and ±100 for the full control effect; nearly all actives have a fitted effect of over 60% in size; many of its hits are not listed in these tables
Target sequence (Q9HBX9 whole entry, looked up): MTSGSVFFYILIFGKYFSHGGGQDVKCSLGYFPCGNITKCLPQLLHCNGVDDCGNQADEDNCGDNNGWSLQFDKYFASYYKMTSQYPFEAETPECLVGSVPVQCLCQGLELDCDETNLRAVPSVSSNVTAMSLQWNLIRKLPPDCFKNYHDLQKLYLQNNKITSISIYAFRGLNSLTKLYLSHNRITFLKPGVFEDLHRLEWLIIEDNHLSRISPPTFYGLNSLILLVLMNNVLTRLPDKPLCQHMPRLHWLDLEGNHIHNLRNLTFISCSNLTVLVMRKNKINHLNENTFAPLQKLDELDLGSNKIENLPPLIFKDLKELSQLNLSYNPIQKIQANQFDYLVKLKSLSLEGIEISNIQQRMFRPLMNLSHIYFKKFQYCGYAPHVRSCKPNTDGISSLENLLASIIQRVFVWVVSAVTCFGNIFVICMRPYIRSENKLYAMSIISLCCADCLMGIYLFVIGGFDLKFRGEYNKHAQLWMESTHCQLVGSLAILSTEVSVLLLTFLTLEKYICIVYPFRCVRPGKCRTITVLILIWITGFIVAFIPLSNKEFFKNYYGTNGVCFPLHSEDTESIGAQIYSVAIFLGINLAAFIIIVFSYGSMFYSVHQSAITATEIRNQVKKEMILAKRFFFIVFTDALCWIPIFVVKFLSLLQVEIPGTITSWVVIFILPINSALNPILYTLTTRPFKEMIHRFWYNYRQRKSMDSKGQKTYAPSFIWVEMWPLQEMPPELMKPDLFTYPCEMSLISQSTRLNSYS
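cAMP rise read by TR-FRET after 30 min, 37C compound exposure (up to 58 uM) in RXFP1-transfected HEK293 cells with Ro 20174 present. EC50 from Hill-equation fits, with 29 nM porcine relaxin as 100% and buffer as basal.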
TrxR1 substrate – is turned over as a substrate by rat TrxR1; Potency, µM (series often up to 114 µM), without a hit: at the highest dose activity change, negative = substrate turnover; 390,000 compounds, 0.01% hits; O89049; AID 588456; purified TrxR1 substrate turnover, NADPH consumption readout; also: % is scaled to controls: 0 for no effect and ±100 for the full control effect; nearly all actives have a fitted effect of over 50% in size
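Rat TrxR1, dispensed at 90 nM, was prereduced with 400 uM NADPH (final) for 5 min at ~22 deg C, then incubated with compound 15 min before 400 uM selenite. A first-read NADPH fluorescence drop versus no-compound background flagged substrates.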
USP1 inh – blocks the human USP1/UAF1 deubiquitinase complex; recombinant USP1/UAF1, Ub-Rhodamine cleavage fluorescence; O94782; Potency, µM (doses to about 57.1 µM), inactives show at the highest dose activity change, negative = inhibition, usual class: inhibitors; 390,000 compounds, 0.23% hits; also: % is scaled to controls: 0 for no effect and ±100 for the full control effect; nearly all actives have a fitted effect of over 60% in size; inactives centre near -12
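Step one: compound is pinned into 1nM USP1/UAF1 in HEPES pH 7.8 buffer with TCEP. Step two: 15 min room-temperature incubation. Step three: Ub-Rho (150nM final) starts cleavage, tracked by fluorescence over six one-minute reads.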
* = called active by the depositor; [ ] = dose if it differs, or a comment. Calls follow the shape of the dose curve; as a rule, active = well fitted curve in the direction sought with a large enough effect; inconclusive = small, poorly fitted or top-dose-only effect, or another doubt; inactive = no such curve, though single readings can be large; an effect the other way counts as inactive or inconclusive. Potency is read from the fitted curve at half-maximal effect. Not all compounds are listed (hit frequency here may not be typical).

Screening Cc1c(NS(=O)(=O)c2cccc(C(=O)NC(C)c3ccccc3)c2)c(=O)n(-c2ccccc2)n1C (stereo not given) returned RGS4 inh 11.5%, Vif-A3G inh -2.9%, ALOX12 inh 10.8%, IDH1 R132H inh 16.9%, Vif-APOBEC3F blk 2.9%, TrxR1 inh 21.7%, TrxR1 substrate 8.6% and USP1 inh -27.0%.
For COC(=O)C(Cc1ccccc1)NCC(=O)Nc1cccc(Cl)c1C (stereo not given) the results were RGS4 inh 4.0%, Vif-A3G inh 0.0%, ALOX12 inh 0.0%, IDH1 R132H inh 7.6%, Vif-APOBEC3F blk 0.1%, TrxR1 inh 29.2%, RXFP1 agonist 0.8%, TrxR1 substrate 3.7% and USP1 inh -14.3%.
O=C(CS(=O)c1cccc(C(F)(F)F)c1)Nc1ccc(Cl)cc1Cl (stereo not given) was read as RGS4 inh -5.1%, Vif-A3G inh 0.8%, ALOX12 inh -1.7%, IDH1 R132H inh 8.1%, Vif-APOBEC3F blk -1.7%, TrxR1 inh -14.0%, RXFP1 agonist 0.0%, TrxR1 substrate -8.3% and USP1 inh -6.7%.
Screening COc1ccc(CN2C(=O)CS(=O)CC2=O)cc1OC returned RGS4 inh -20.9%, Vif-A3G inh -2.8%, ALOX12 inh 0.0%, IDH1 R132H inh 7.1%, Vif-APOBEC3F blk 1.7%, TrxR1 inh -0.3%, RXFP1 agonist -0.3%, TrxR1 substrate 5.7% and USP1 inh -3.2%.
`CCOc1ccc(-c2cc(C(=O)N3CCN(c4cc(Cl)ccc4C)CC3)c3ccccc3n2)cc1` gave RGS4 inh 1.9%, Vif-A3G inh -4.1%, ALOX12 inh -4.7%, IDH1 R132H inh -5.8%, Vif-APOBEC3F blk 0.5%, TrxR1 inh 12.3%[57.1 µM], RXFP1 agonist 1.8%, TrxR1 substrate 3.5%[57.1 µM] and USP1 inh -1.8%.
Screening O=C(CNC(=O)c1ccccc1)NCC(c1ccco1)N1CCCC1 (stereo not given) returned RGS4 inh -37.7%, Vif-A3G inh -2.4%, ALOX12 inh 493.9%[activator], IDH1 R132H inh -9.4%, Vif-APOBEC3F blk 0.8%, TrxR1 inh -2.7%, TrxR1 substrate 1.2% and USP1 inh -12.0%.
`Cc1ccc(C(C)C)cc1C(=O)CC1(O)C(=O)N(C)c2ccccc21` (stereo not given) gave RGS4 inh -51.6%, Vif-A3G inh 1.3%, ALOX12 inh -11.1%, IDH1 R132H inh 12.2%, Vif-APOBEC3F blk -9.7%, TrxR1 inh 6.7%, RXFP1 agonist 0.6%, TrxR1 substrate -0.5% and USP1 inh -19.8%.
COc1cccc(-c2nc(SCc3cccc(Br)c3)n3[nH]c(=O)cc3n2)c1 was read as RGS4 inh -2.2%, Vif-A3G inh -3.9%, ALOX12 inh -17.1%, IDH1 R132H inh -14.4%, Vif-APOBEC3F blk -1.5%, TrxR1 inh -2.5%[57.1 µM], RXFP1 agonist 2.9%, TrxR1 substrate 7.3%[57.1 µM] and USP1 inh -23.0%.
CC(C)(C)c1cc(NCCCn2ccnc2)n2ncc(-c3ccccc3)c2n1 was read as RGS4 inh 7.6%, Vif-A3G inh -3.8%, ALOX12 inh 0.0%, IDH1 R132H inh -24.4%, Vif-APOBEC3F blk 16.0%, TrxR1 inh 13.5%, RXFP1 agonist 0.2%, TrxR1 substrate 38.2%[activator] and USP1 inh -12.6%.
Screening O=C(CCCOc1ccc(Cl)cc1)N1CCCCC1 returned RGS4 inh 0.5%, Vif-A3G inh -9.7%, ALOX12 inh 13.5%, IDH1 R132H inh 16.2%, Vif-APOBEC3F blk -3.9%, TrxR1 inh 28.4%, RXFP1 agonist 0.4%, TrxR1 substrate 17.1% and USP1 inh 10.9%.
Screening Cc1ccc(N(CC(=O)NC2CCCC2)C(=O)CCC(=O)Nc2ccccn2)cc1C returned RGS4 inh -9.9%, Vif-A3G inh 5.6%, ALOX12 inh -3.5%, IDH1 R132H inh 12.5%, Vif-APOBEC3F blk 1.2%, TrxR1 inh 18.4%, RXFP1 agonist -1.7%, TrxR1 substrate 3.5% and USP1 inh -19.0%.
For CC(C)C(=O)Nc1cccc(COc2ccc(CN(CCc3ccccc3)C(=O)OC(C)(C)C)cc2)c1 the results were RGS4 inh 10.6%, Vif-A3G inh 3.5%, ALOX12 inh inconclusive, IDH1 R132H inh 11.0%, Vif-APOBEC3F blk 10.6%, TrxR1 inh 43.0%[activator], TrxR1 substrate -0.4% and USP1 inh -9.3%.
For Cc1cc(C)c(NC(=O)COC(=O)C2CCC2)c(Cl)c1 the results were RGS4 inh 0.8%, Vif-A3G inh 0.6%, ALOX12 inh 2.1%, IDH1 R132H inh -10.0%, Vif-APOBEC3F blk 0.3%, TrxR1 inh 28.4%, RXFP1 agonist -0.8%, TrxR1 substrate -1.1% and USP1 inh -17.7%.
CCCCNC(=O)c1onc(CSc2ccccc2F)c1C(=O)O was read as RGS4 inh -13.3%, Vif-A3G inh -15.8%, ALOX12 inh -6.7%, IDH1 R132H inh 9.6%, Vif-APOBEC3F blk 1.3%, TrxR1 inh 9.4%, RXFP1 agonist 2.5%, TrxR1 substrate 4.5% and USP1 inh -11.9%.
For Cc1ccnc(NS(=O)(=O)c2ccc(CC(C)C)cc2)c1 the results were RGS4 inh -10.1%, Vif-A3G inh 2.0%, ALOX12 inh -7.3%, IDH1 R132H inh 8.5%, Vif-APOBEC3F blk 0.7%, TrxR1 inh 15.2%[57.1 µM], RXFP1 agonist 1.2%, TrxR1 substrate 8.2%[57.1 µM] and USP1 inh -3.1%.
For Cc1ccc(C)c(N2CCN(C(=O)C3CCN(S(=O)(=O)c4cn(C)cn4)CC3)CC2)c1 the results were RGS4 inh 12.1%, Vif-A3G inh 7.0%, ALOX12 inh -29.7%, IDH1 R132H inh -6.5%, Vif-APOBEC3F blk -0.2%, TrxR1 inh 16.0%[57.1 µM], RXFP1 agonist 2.0%, TrxR1 substrate -3.2%[57.1 µM] and USP1 inh inconclusive.
O=C1c2ccccc2C(=O)N1CCn1c(=O)oc2ccccc21 was read as RGS4 inh 29.8%, Vif-A3G inh 0.0%, ALOX12 inh 2.1%, IDH1 R132H inh 14.9%, Vif-APOBEC3F blk -2.7%, TrxR1 inh 5.8%, RXFP1 agonist 6.4%, TrxR1 substrate -2.1% and USP1 inh -10.8%.
Screening CC1(C)CC(NC(=O)c2cccc(F)c2)CC(C)(C)N1 returned RGS4 inh -14.9%, Vif-A3G inh -4.5%, ALOX12 inh 14.7%, IDH1 R132H inh -16.9%, Vif-APOBEC3F blk 1.7%, TrxR1 inh 22.0%, RXFP1 agonist 1.4%, TrxR1 substrate 2.5% and USP1 inh -27.6%.
For COc1ccc(N2CCN(S(=O)(=O)c3ccc4c(c3)NC(=O)CC(=O)N4)CC2)cc1 the results were RGS4 inh -34.1%, Vif-A3G inh -7.6%, ALOX12 inh -8.6%, IDH1 R132H inh 0.1%, Vif-APOBEC3F blk 2.2%, TrxR1 inh inconclusive, RXFP1 agonist 1.0%, TrxR1 substrate -13.4% and USP1 inh -19.8%.
For COCCNC(=O)C(=O)Nc1ccc2nc3n(c(=O)c2c1)CCCCC3 the results were RGS4 inh -5.1%, Vif-A3G inh -23.5%, ALOX12 inh -19.1%, IDH1 R132H inh 3.6%, Vif-APOBEC3F blk -9.2%, TrxR1 inh 5.0%, RXFP1 agonist 24.9%, TrxR1 substrate -0.6% and USP1 inh -3.2%.
Screening O=C(OCCNc1nc(-c2ccccc2)nc2ccccc12)c1ccncc1 returned RGS4 inh 13.4%, Vif-A3G inh -10.1%, ALOX12 inh -23.5%, IDH1 R132H inh 2.8%, Vif-APOBEC3F blk -3.8%, TrxR1 inh 11.3%, RXFP1 agonist 2.6%, TrxR1 substrate -4.4% and USP1 inh -15.3%.
`CN1C(=O)N(C)C2(c3ccccc3)NC(=O)NC12c1ccccc1` (stereo not given) gave RGS4 inh 14.9%, Vif-A3G inh 1.4%, ALOX12 inh 0.0%, IDH1 R132H inh 3.8%, Vif-APOBEC3F blk 1.1%, TrxR1 inh 29.9%, RXFP1 agonist -0.5%, TrxR1 substrate 6.5%[57.1 µM] and USP1 inh 7.0%.
`CCn1nnc2cc(C(=O)Nc3ccc(C)cc3Br)ccc21` gave RGS4 inh 0.7%, Vif-A3G inh 2.2%, ALOX12 inh -4.3%, IDH1 R132H inh -1.0%, Vif-APOBEC3F blk -9.1%, TrxR1 inh 19.0%[57.1 µM], RXFP1 agonist 1.2%, TrxR1 substrate 5.8%[57.1 µM] and USP1 inh inconclusive.

Pulled by structure from the entries so far, 2 records:
CC(C)(C)c1cc(NCCCn2ccnc2)n2ncc(-c3ccccc3)c2n1 was read as RGS4 inh 7.6%, Vif-A3G inh -3.8%, ALOX12 inh 0.0%, IDH1 R132H inh -24.4%, Vif-APOBEC3F blk 16.0%, TrxR1 inh 13.5%, RXFP1 agonist 0.2%, TrxR1 substrate 38.2%[activator] and USP1 inh -12.6%.
CCCCNC(=O)c1onc(CSc2ccccc2F)c1C(=O)O was read as RGS4 inh -13.3%, Vif-A3G inh -15.8%, ALOX12 inh -6.7%, IDH1 R132H inh 9.6%, Vif-APOBEC3F blk 1.3%, TrxR1 inh 9.4%, RXFP1 agonist 2.5%, TrxR1 substrate 4.5% and USP1 inh -11.9%.
